# AGP1 TOR yeast = yeast TOR pathway AGP1-GFP modulation; S. cerevisiae AGP1-GFP multiplex flow cytometry, 3 h; GFP as percent of DMSO wells; GFP response vs DMSO, % at 10 µM; 320,000 tested, 0.02% active;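 active means GFP response relative to DMSO above a set limit, near screen average plus 3 SD, cut at about 150% in these data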;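 further: median GFP channel fluorescence of the gated AGP1 strain per well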
# BCLXL inh = blocks human Bcl-xL binding to Bim BH3 peptide | GST-Bcl-xL / FITC-Bim BH3 peptide fluorescence polarization | Q07817 | inhibition, % at 10.9 µM | 320,000 tested, 0.7% active;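 active means inhibition above the mean of all tested compounds plus 3 SD, cutoff set per campaign, cut at about 30% in these data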;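 further: 0% = DMSO wells and 100% = unlabeled Bim-BH3 peptide competitor; inhibitors lower millipolarization by displacing the labeled peptide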
# CIT2-GFP yeast = modulators of TOR pathway CIT2-GFP in S. cerevisiae | AID 2029 | GFP response vs DMSO, % at 10 µM | S. cerevisiae CIT2-GFP strain, flow cytometry, 3 h; 100 means same as DMSO wells | 320,000 tested, 0.065% active;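 active means GFP response relative to DMSO above a set limit, near the screen mean plus 3 SD, cut at about 150% in these data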;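 further: ratio of well median GFP fluorescence to mean of DMSO wells on the plate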
# MEX-5 binding = C. elegans MEX-5 TCR-2 RNA binding activity; activity score (negative = inhibition of binding), % at 10 µM; MEX-5/FITC-TCR2 RNA binding, fluorescence polarization; stronger effect = lower value; 300,000 tested, 0.38% active;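 active means inhibition past about -25% in most replicates, and total fluorescence under double the plate's negative control median, limit read from the data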;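 further: 0% = DMSO and -100% = 5 µM competing unlabeled TCR2 RNA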
# GLD-1 TGE inh = GLD-1-TGE RNA interaction inhibition (C. elegans); inhibition, % at 5.96 µM; AID 2280; 320,000 tested, 0.44% active; Q17339; purified GLD-1 + fluorescein TGE RNA, fluorescence polarization;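 active means percent inhibition above a per-plate cutoff, the plate mean of test compounds plus 3 SD, cut at about 30% in these data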;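 further: 0% = DMSO wells with GLD-1 and probe and 100% = wells lacking GLD-1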
# Target sequence (Q17339 whole entry, looked up): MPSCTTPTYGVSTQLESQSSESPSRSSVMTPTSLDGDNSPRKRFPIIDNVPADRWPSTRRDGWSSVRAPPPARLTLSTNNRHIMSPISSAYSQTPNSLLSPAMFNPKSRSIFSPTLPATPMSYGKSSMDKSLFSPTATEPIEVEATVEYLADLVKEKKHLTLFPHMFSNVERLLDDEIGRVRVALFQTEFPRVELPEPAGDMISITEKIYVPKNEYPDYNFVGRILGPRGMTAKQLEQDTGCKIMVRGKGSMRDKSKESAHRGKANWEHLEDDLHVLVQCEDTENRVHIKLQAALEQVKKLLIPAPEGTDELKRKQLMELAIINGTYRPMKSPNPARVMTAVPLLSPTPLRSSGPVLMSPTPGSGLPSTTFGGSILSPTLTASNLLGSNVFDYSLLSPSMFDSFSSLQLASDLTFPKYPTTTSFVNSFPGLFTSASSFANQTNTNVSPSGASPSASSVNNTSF
# MCL1-BIM inh = disrupts human MCL1 binding to BIM-BH3 peptide | inhibition, % at 10.9 µM | GST-MCL1 / FITC-Bim-BH3 fluorescence polarization | Q07820 | 320,000 tested, 0.68% active;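 active means inhibition above the mean inhibition of all tested compounds plus 3 SD, set per campaign, cut at about 40% in these data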;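 further: 0% = DMSO wells and 100% = unlabeled Bim-BH3 peptide control; higher means more loss of mP so more displacement of Bim peptide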
# GRK2 aptamer HTS = human GRK2 inhibition via aptamer displacement | bead flow cytometry, FAM-aptamer displacement from GRK2 | inhibition of aptamer binding, % at 10 µM | 330,000 tested, 0.59% active;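 active means inhibition of aptamer binding above 40%, roughly 3 SD of noise, on plates passing a quality check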;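 further: median bead fluorescence of bound FAM aptamer so fluorescent compounds give negative values; no value below 0 was filed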
# Target sequence (P25098 whole entry, looked up): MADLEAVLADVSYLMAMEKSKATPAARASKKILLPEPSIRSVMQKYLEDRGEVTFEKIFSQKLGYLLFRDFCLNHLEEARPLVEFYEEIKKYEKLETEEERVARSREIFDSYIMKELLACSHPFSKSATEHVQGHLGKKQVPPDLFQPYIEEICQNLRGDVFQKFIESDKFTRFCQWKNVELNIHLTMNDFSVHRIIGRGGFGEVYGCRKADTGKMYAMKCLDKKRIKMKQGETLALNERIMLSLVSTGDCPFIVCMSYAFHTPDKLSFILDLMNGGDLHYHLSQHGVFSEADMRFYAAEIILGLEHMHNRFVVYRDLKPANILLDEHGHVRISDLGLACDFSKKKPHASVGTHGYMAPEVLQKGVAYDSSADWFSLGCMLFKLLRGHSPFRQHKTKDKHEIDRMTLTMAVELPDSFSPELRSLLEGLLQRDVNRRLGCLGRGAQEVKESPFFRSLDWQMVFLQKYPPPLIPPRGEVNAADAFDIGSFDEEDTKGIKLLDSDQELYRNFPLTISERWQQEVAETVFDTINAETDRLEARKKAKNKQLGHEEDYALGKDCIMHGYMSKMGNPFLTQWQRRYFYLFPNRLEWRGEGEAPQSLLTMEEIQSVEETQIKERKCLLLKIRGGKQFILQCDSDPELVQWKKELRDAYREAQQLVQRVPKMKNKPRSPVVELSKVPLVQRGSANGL
# VLA-4 inh = inhibition in a human VLA-4 binding assay; inhibition, % (about 7 µM as worked out from the volumes in the protocol); VLA-4 expressing cells, ligand binding flow cytometry; P13612; 330,000 tested, 0.2% active; in the data active means inhibition above about 50%
# Fam108B inh = Fam108B inhibition, counter-screen for RBBP9 inhibitors; recombinant Fam108B, FP-Rh probe fluorescence polarization; inhibition, % at 9.51 µM; 300,000 tested, 0.33% active;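 active means inhibition above the screen mean inhibition plus 3 SD, computed separately per campaign, cut at about 18% in these data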;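 further: inhibitors lower polarization as less probe binds the enzyme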
# An asterisk follows results filed as active; · = no result given. This is a random part of the collection (roughly 2.2% active in at least one column).
compound	AGP1 TOR yeast	BCLXL inh	CIT2-GFP yeast	MEX-5 binding	GLD-1 TGE inh	MCL1-BIM inh	GRK2 aptamer HTS	VLA-4 inh	Fam108B inh
CCCOc1ccccc1/C=C1/C(=O)ON=C1C	78	3	87	0.4	6	-4	0	36	-7
CCOC(=O)C1CCN(C(=O)CN(c2ccc(OC)c(OC)c2)S(=O)(=O)c2ccccc2)CC1	87	2	82	1.3	-11	-5	0	-10	1
CCNC(=O)Cn1cc(C(F)(F)F)cc(Cl)c1=O	98	2	103	0.1	3	-3	0	0	0
O=C(COc1ccc(S(=O)(=O)NC2CCCCC2)cc1)N1CCN(c2cccc(Cl)c2)CC1	·	0	88	-1.5	5	5	0	-2	-6
CC(C)CNC(=S)NC1CC2CCCC(C1)N2Cc1ccco1 (centres undefined)	93	2	91	-1.2	-2	9	3	19	-1
Cc1cc(S(=O)(=O)NCC2CCCO2)c(C)cc1Br (centres undefined)	110	0	108	-0.5	7	-1	0	18	-2
O=C(CSc1nnnn1-c1ccccc1Cl)Nc1ccc2c(c1)OCCO2	105	3	103	-0.6	10	3	0	-7	1
Cc1cc(=O)oc2c(C)c3occc3cc12	93	3	100	-2.2	2	-2	0	11	3
O=C(O)c1ccc(CSc2nc3ccccc3[nH]2)cc1	114	5	121	2.4	5	-7	0	2	-3
CCOC(=O)C1CCN(C(=O)C(C)Sc2ccc(Cl)cc2)CC1 (centres undefined)	95	-1	82	2.3	6	0	0	-8	3
CC(=O)Nc1ccc(C(=O)n2nc(C)cc2C)cc1	93	5	90	-0.9	5	-3	2	30	0
Cc1ccccc1/C=N/N=C1/NC(=O)CCS1	103	9	111	3.7	-3	8	0	-1	-4

# Entries of single compounds from above. Screens in order: AGP1 TOR yeast	BCLXL inh	CIT2-GFP yeast	MEX-5 binding	GLD-1 TGE inh	MCL1-BIM inh	GRK2 aptamer HTS	VLA-4 inh	Fam108B inh
# CCCOc1ccccc1/C=C1/C(=O)ON=C1C across the screens: 78	3	87	0.4	6	-4	0	36	-7
# CCOC(=O)C1CCN(C(=O)CN(c2ccc(OC)c(OC)c2)S(=O)(=O)c2ccccc2)CC1 across the screens: 87	2	82	1.3	-11	-5	0	-10	1

# Next results:
compound	AGP1 TOR yeast	BCLXL inh	CIT2-GFP yeast	MEX-5 binding	GLD-1 TGE inh	MCL1-BIM inh	GRK2 aptamer HTS	VLA-4 inh	Fam108B inh
CC(Oc1ccccc1)C(=O)Nc1c2c(nn1-c1ccccc1)CS(=O)C2 (centres undefined)	93	-1	89	-1.4	9	3	0	12	0
Cc1cccc(N=C2Sc3nc4c(C)c(C)ccc4cc3CN2CCN2CCOCC2)c1	100	5	100	1.2	-2	7	3	-1	-2
O=S1(=O)CCN2N=C(C3CC3)SC2=N1	98	3	101	0.0	0	6	2	23	-1
COCCNC(=O)Nc1ccc2c(c1)N(C)C(=O)c1ccccc1S2	98	2	102	1.0	5	-1	0	-7	-6
CC(=O)c1ccc(N2C(=NC(=O)C3CCCCC3)SC3CS(=O)(=O)CC32)cc1 (centres undefined)	99	3	100	-3.4	3	-2	0	-2	0
Cc1c(NC(=O)CSCc2ccc(Cl)cc2Cl)cccc1C(=O)O	98	5	91	0.5	5	3	0	-2	-5
O=C(Nc1ccccc1)c1nc[nH]c1C(=O)NCc1ccccc1	106	4	105	·	2	12	1	30	·
C#Cc1ccc([C@@H]2C=C(C(=O)NCc3ccccc3)O[C@H](OCC)[C@H]2CCCO)cc1	96	-3	106	-1.9	4	3	2	4	-3
COc1ccccc1N1CCN(C(=O)c2cc(-c3ccc(F)cc3)[nH]c2C)CC1	94	·	102	1.4	·	·	0	0	·
COc1ccc(C(=O)NN)cc1COc1ccc(Br)cc1	100	1	91	-0.5	0	-1	1	9	-4
CCOc1ccccc1N1CC(C(=O)N(CC)CC(=O)Nc2ccc3c(c2)OCCO3)CC1=O (centres undefined)	104	3	93	0.2	3	5	0	20	2
O=C(NCCc1ccc([N+](=O)[O-])cc1)c1ccccc1	96	0	86	2.0	-3	0	0	13	3

# Additional compounds follow.
compound	AGP1 TOR yeast	BCLXL inh	CIT2-GFP yeast	MEX-5 binding	GLD-1 TGE inh	MCL1-BIM inh	GRK2 aptamer HTS	VLA-4 inh	Fam108B inh
O=C(COC(=O)c1cccc([N+](=O)[O-])c1)NCc1cccs1	90	1	91	-3.6	-3	1	3	5	2
O=C(NCc1ccc2c(c1)OCO2)C1CCC(CNc2c(N3CCCCC3)c(=O)c2=O)CC1 (centres undefined)	97	10	108	-0.8	3	8	0	12	2
COc1ccccc1NS(=O)(=O)c1ccc2ccccc2c1	100	-2	103	-0.1	3	-8	0	-10	2
O=C(c1cc2c(=O)n3ccccc3nc2s1)N1CCN(c2cccc(Cl)c2)CC1	94	8	100	-2.3	6	2	3	8	0
O=C(c1ccccc1F)N(Cc1ccc(F)cc1)C1CCS(=O)(=O)C1 (centres undefined)	101	0	106	1.1	2	-3	0	7	-1
CCC(C(=O)OCC(=O)Nc1cc(Cl)ccc1Cl)c1ccccc1 (centres undefined)	90	1	93	2.9	2	9	2	34	-3
Cc1ccc(C)c(NC(=S)NC(C)C(c2ccccc2)N2CCN(C)CC2)c1 (centres undefined)	115	-2	119	-3.9	1	8	0	12	9
COc1ccc(/C=N/OCC(=O)NC(c2ccccc2)c2ccccc2)c(OC)c1	95	0	102	0.9	0	-2	0	-5	-4
COc1ccc(C2SCCN2S(=O)(=O)c2ccc(NC(C)=O)cc2)cc1 (centres undefined)	95	1	92	-7.3	3	8	2	9	-7
COc1cc(S(=O)(=O)Nc2ccc3nc(C)sc3c2)ccc1NC(C)=O	93	-2	93	·	1	-6	5	-22	·
COc1ccc(C(=O)OCC(=O)NC(=O)NC2CCCC2)cc1OC	95	4	95	·	1	-3	0	-7	·
COC(=O)c1[nH]c2cccc(Cl)c2c1NC(=O)CN1CCN(CCO)CC1	111	-1	101	2.3	-3	3	0	10	1

# Other entries.
compound	AGP1 TOR yeast	BCLXL inh	CIT2-GFP yeast	MEX-5 binding	GLD-1 TGE inh	MCL1-BIM inh	GRK2 aptamer HTS	VLA-4 inh	Fam108B inh
COc1ccc(N2C(S)=C(C#N)C(=O)NC2c2ccc(OC)c(OC)c2)cc1 (centres undefined)	101	6	100	1.5	8	6	0	0	6
CCc1cccc2c(C(=O)COC(=O)/C=C/c3ccc(O)c(OC)c3)c[nH]c12	95	3	98	-0.6	10	6	6	-1	5
CN(C)C(CNC(=O)CN1C(=O)NC2(CCc3ccccc32)C1=O)c1ccco1 (centres undefined)	105	5	94	-1.0	5	7	0	21	-4
Cc1cccc(-c2oc3ccc(-c4ccc5c(c4)OCO5)cc3c2-c2ccc(OC3CCCCO3)cc2)c1 (centres undefined)	94	-5	93	-0.4	-8	-3	4	-9	6
COc1ccc(C2=NN(c3nc(-c4ccc(CNC(C)=O)cc4)cs3)C(c3ccco3)C2)cc1 (centres undefined)	96	0	97	1.6	-6	-11	0	-32	-9
Nc1nc(-c2ccccc2)c(N=Nc2ccc(Cl)cc2)s1	104	13	115	0.7	4	10	2	26	0
CCCc1cc(=O)[nH]c(SCC(=O)Nc2c(C)cccc2C)n1	101	2	99	1.3	5	-2	2	-1	1
CCn1cc(C2=NOC(C(=O)Nc3cccc(C(C)=O)c3)C2)c(C)n1 (centres undefined)	98	8	101	-1.3	5	13	0	4	4
COc1ccc(C2C(C#N)=C(/N=C/N3CCOCC3)OC3=C2C(=O)CC(C)(C)C3)cc1OC (centres undefined)	101	4	101	0.7	2	8	2	2	5
O=C(c1ccc2c(c1)OCO2)N1CCOCC1	107	8	107	-1.8	3	11	0	-8	2
O=C(N/N=C\c1cc(Br)cs1)C1COc2ccccc2O1 (centres undefined)	95	6	89	-0.8	0	5	1	-6	0
CC(=O)N(CCCN1CCOCC1)Cc1ccncc1	98	3	85	0.6	-5	4	2	3	2

# The list goes on:
compound	AGP1 TOR yeast	BCLXL inh	CIT2-GFP yeast	MEX-5 binding	GLD-1 TGE inh	MCL1-BIM inh	GRK2 aptamer HTS	VLA-4 inh	Fam108B inh
COc1ccc(OCC(=O)NNC(=O)C2CCC2)cc1	99	·	95	·	-5	·	2	13	·
Cc1ccc(NC(=S)N(CCN2CCCCC2)Cc2ccco2)cc1	102	3	102	2.4	-1	3	1	-5	3
CN(C)c1ccc(NC(=O)c2cc3c(=O)n4ccccc4nc3n2C)cc1	100	12	96	-1.6	-1	14	0	-4	10
CN(CCC1CCCCO1)Cc1cn(C)nc1-c1ccc2c(c1)OCCO2 (centres undefined)	99	10	104	-1.8	8	7	2	4	4
O=C(Nc1c2c(nn1-c1ccc(F)cc1)CS(=O)C2)c1ccc2c(c1)OCO2 (centres undefined)	98	11	93	1.6	0	7	4	3	8
CCOCc1nnc(NC(=O)c2ccc3c(c2)OCO3)s1	97	1	103	-4.0	6	6	0	5	0
c1ccc(C2=Nn3c(nnc3-c3cccnc3)SC2)cc1	108	-4	108	0.5	-2	-7	5	14	1
COc1ccccc1NC1=Nc2cccc3cccc1c23	108	2	106	0.5	0	-6	0	1	-2
C/C(=N\NC(=O)CSc1nc(C)cc(C)n1)c1ccc([N+](=O)[O-])cc1	106	7	99	2.4	-6	4	0	14	1
O=C(Cc1ccsc1)N1CCc2c([nH]c3ccccc23)C1c1ccccn1 (centres undefined)	99	15	·	-0.1	9	13	3	3	0
CC1(C)C(=O)Nc2ccccc2N1C(=O)COC(=O)/C=C/c1ccc(OC(F)F)cc1	108	1	105	-1.2	6	3	6	2	3
COc1ccc(OC)c(N=C(C)C2=C(O)COC2=O)c1	114	17	107	-0.8	-5	22	0	3	5

# (next part)
compound	AGP1 TOR yeast	BCLXL inh	CIT2-GFP yeast	MEX-5 binding	GLD-1 TGE inh	MCL1-BIM inh	GRK2 aptamer HTS	VLA-4 inh	Fam108B inh
O=C(Cc1ccccn1)Nc1ccccc1	77	10	·	1.3	4	5	0	18	3
CCN(CC)C(=O)c1ccc(S(=O)(=O)Cc2ccc(C)cc2)c([N+](=O)[O-])c1	92	2	106	1.8	-6	-6	6	17	1
O=C(CN1C(=O)c2cccc3cccc1c23)NCc1ccc2c(c1)OCO2	·	1	102	-0.1	5	8	6	-9	3
COc1ccc(NC2CS(=O)(=O)CC2OC(=O)c2ccc(F)cc2)cc1 (centres undefined)	99	8	119	-1.8	-2	8	0	-8	-1

# Compounds listed so far that have a Cl atom, in the order listed:
compound	AGP1 TOR yeast	BCLXL inh	CIT2-GFP yeast	MEX-5 binding	GLD-1 TGE inh	MCL1-BIM inh	GRK2 aptamer HTS	VLA-4 inh	Fam108B inh
CCNC(=O)Cn1cc(C(F)(F)F)cc(Cl)c1=O	98	2	103	0.1	3	-3	0	0	0
O=C(COc1ccc(S(=O)(=O)NC2CCCCC2)cc1)N1CCN(c2cccc(Cl)c2)CC1	·	0	88	-1.5	5	5	0	-2	-6
O=C(CSc1nnnn1-c1ccccc1Cl)Nc1ccc2c(c1)OCCO2	105	3	103	-0.6	10	3	0	-7	1
CCOC(=O)C1CCN(C(=O)C(C)Sc2ccc(Cl)cc2)CC1 (centres undefined)	95	-1	82	2.3	6	0	0	-8	3
Cc1c(NC(=O)CSCc2ccc(Cl)cc2Cl)cccc1C(=O)O	98	5	91	0.5	5	3	0	-2	-5
O=C(c1cc2c(=O)n3ccccc3nc2s1)N1CCN(c2cccc(Cl)c2)CC1	94	8	100	-2.3	6	2	3	8	0
CCC(C(=O)OCC(=O)Nc1cc(Cl)ccc1Cl)c1ccccc1 (centres undefined)	90	1	93	2.9	2	9	2	34	-3
COC(=O)c1[nH]c2cccc(Cl)c2c1NC(=O)CN1CCN(CCO)CC1	111	-1	101	2.3	-3	3	0	10	1
Nc1nc(-c2ccccc2)c(N=Nc2ccc(Cl)cc2)s1	104	13	115	0.7	4	10	2	26	0

# Assay outcomes deposited in PubChem by several laboratories.
